Compound activity deposited in PubChem BioAssay by The Scripps Research Institute Molecular Screening Center.
PAFAH2 FP inh – inhibitors of human PAFAH2. Q99487. recombinant PAFAH2, FP-rhodamine activity probe, fluorescence polarization. inhibition, % at 3.39 µM. actives 0.99% (n = 340,000). AID 492956;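 active means inhibition above the mean over all tested compounds plus 3 SD, cut at about 30% in these data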;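 further: inhibitors block probe labeling of enzyme so polarization drops; 0% = enzyme with DMSO and 100% = wells lacking PAFAH2 protein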
AHR activator – human AHR activation | AHR-responsive luciferase reporter cells, luminescence | activation, % at 5 µM | actives 2.5% (n = 320,000) | AID 2796; in the data active means activation above about 47%;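 further: 0% = vehicle wells and 100% = reference agonist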
TPT1 inhibitor – inhibitors of Candida albicans tRNA 2'-phosphotransferase TPT1; recombinant caTPT1, FP RNA substrate dephosphorylation; actives 0.81% (n = 300,000); inhibition, % at 5 µM; AID 1962;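 active means inhibition above the mean of all tested compounds plus 3 SD, set per screening campaign, cut at about 24% in these data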;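 further: plate controls were DMSO alone for no effect and ferristatin control at 100 nM for full effect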
procasp3 activ – activates human procaspase-3 | actives 0.11% (n = 330,000) | activation, % at 8.5 µM | P42574 | recombinant procaspase-3 D3A, Ac-DEVD-pNA absorbance 405 nm;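 active means activation above the mean of all tested compounds plus 3 SD, cut at about 21% in these data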;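 further: 0% = DMSO alone and 100% = DMSO wells spiked with extra 5 µM PC-3 D3A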
Target sequence (P42574 whole entry D9A/D28A/D175A): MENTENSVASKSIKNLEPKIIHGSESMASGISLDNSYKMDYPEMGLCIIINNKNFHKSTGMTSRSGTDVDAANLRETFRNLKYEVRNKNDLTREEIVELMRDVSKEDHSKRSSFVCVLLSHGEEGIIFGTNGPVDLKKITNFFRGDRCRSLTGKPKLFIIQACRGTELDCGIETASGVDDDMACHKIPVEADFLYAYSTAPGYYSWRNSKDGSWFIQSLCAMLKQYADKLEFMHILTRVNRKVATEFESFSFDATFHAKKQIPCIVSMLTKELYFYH
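Test system: Procaspase-3 D3A mutant; medium: Zinc-free HEPES/NaCl buffer with 0.01% Triton X-100 at pH 7.4; reagent: DEVD-pNA substrate; doses: one concentration, 8.5 µM nominal, 0.8% DMSO; times: 1 h preincubation plus 2 h reaction at 25 °C; signal: Epi-absorbance at 405 nm of released p-nitroaniline, 0 and 120 min; replicates: singlicate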
PP1 inh – counter-screen for PP5 inhibitors: inhibitors of human PP1-alpha; P62136; purified PP1alpha, OMFP fluorescence; inhibition, % at 6.7 µM; actives 0.9% (n = 320,000);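 active means inhibition above the mean inhibition of all tested compounds plus 3 SD, computed separately for each screening campaign, cut at about 15% in these data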
Target sequence (P62136 whole entry, looked up): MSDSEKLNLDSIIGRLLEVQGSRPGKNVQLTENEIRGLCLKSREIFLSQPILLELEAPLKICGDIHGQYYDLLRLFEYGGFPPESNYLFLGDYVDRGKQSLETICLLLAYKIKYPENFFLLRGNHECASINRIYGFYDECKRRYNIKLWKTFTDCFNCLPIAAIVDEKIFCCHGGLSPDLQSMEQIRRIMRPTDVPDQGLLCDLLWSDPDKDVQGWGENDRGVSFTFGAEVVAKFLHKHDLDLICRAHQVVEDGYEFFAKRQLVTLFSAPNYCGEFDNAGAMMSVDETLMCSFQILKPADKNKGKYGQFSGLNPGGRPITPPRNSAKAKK
HCV core dimer – HCV core protein dimerization inhibition. TR-FRET GST/Flag-core106 dimerization, 1536-well. inhibition, % at 5 µM. actives 0.33% (n = 300,000). AID 1899;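 active means inhibition above the mean of all tested compounds plus 3 SD, set per screening campaign, cut at about 45% in these data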
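assay system = GST-tagged and Flag-tagged HCV core protein residues 1-106 | controls = unlabelled core106 and no-GST-core106 wells | incubation = compound-protein-antibody incubation 4 h at 22.5 °C | probe or stimulus = Eu donor and XL665 acceptor anti-tag antibodies | read-out = % inhibition based on acceptor/donor emission ratio | signal = TR-FRET 671 and 617 nm emission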
PP5 primary – inhibitors of human protein phosphatase 5 (PP5) | purified PP5c, OMFP substrate fluorescence | AID 1987 | actives 0.18% (n = 320,000) | P53041 | inhibition, % at 6.7 µM;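 active means inhibition above the campaign's mean inhibition across all tested compounds plus 3 SD, cut at about 9.5% in these data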;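 further: 0% = DMSO only and 100% = 100 µM cantharidin control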
Fh CTSL1 inh – counter-screen for PFM18AAP inhibitors: inhibitors of F. hepatica cathepsin L1; recombinant F. hepatica cathepsin L1, Z-Leu-Arg-MCA fluorescence; inhibition, % at 5.96 µM; actives 0.49% (n = 300,000);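 active means inhibition above the mean of all tested compounds plus 3 SD, set per screening campaign, cut at about 17% in these data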;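 further: 0% = plate median of test compound wells and 100% = 1 µM Z-Phe-Ala-diazomethylketone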
proCasp7 act – counter-screen: procaspase-7 (human) activation. P55210. recombinant procaspase-7, Ac-DEVD-pNA absorbance 405 nm; D23A/D198A/D206A triple mutant, cannot self-cleave; scale: DMSO 0, 5 µM enzyme 100. activation, % at 8.5 µM. actives 0.093% (n = 330,000). AID 463210;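 active means percent activation above the screen-wide mean plus 3 SD, cut at about 25% in these data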
Target sequence (P55210 whole entry D23A/D198A/D206A): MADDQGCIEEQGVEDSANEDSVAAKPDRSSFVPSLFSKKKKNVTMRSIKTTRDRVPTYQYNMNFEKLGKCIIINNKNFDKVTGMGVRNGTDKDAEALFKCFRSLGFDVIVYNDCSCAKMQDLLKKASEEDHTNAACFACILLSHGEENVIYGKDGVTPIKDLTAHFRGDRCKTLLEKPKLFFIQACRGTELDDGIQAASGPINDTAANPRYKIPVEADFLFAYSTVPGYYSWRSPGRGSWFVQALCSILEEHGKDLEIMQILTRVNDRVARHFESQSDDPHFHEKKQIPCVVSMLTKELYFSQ
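Assay system: Uncleavable procaspase-7 mutant enzyme | Input: 2 µM procaspase-7 mutant as dispensed | Timing: 1 h compound preincubation, 2 h substrate cleavage, 25 °C | Repeats: One well per compound | Control set: DMSO wells as 0%, DMSO with 5 µM added PC-7 as 100% | Technique: Epi-absorbance of released pNA at 405 nm, two timepoints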
An asterisk follows results filed as active; / = not tested or not shown.

cpd	mol	PAFAH2 FP inh	AHR activator	TPT1 inhibitor	procasp3 activ	PP1 inh	HCV core dimer	PP5 primary	Fh CTSL1 inh	proCasp7 act
1	COc1cc(C(=O)NN2C(=O)NC3(CCC(C)CC3)C2=O)ccc1OC(F)F (stereo unspecified)	-2	1	/	10	/	/	/	/	5
2	O=C(NCCC1=CCCCC1)c1ccc(Cl)c(S(=O)(=O)N2CCOCC2)c1	8	3	0	1	1	3	-1.3	5	9
3	CC(=O)Nc1ccccc1Nc1cc(C#N)c(C#N)cc1[N+](=O)[O-]	5	2	-2	-2	-3	-6	0.7	2	13
4	CCOC(=O)c1ccc(NC(=O)N2CCc3ccccc32)cc1	-9	-4	2	5	-3	4	3.7	-9	-6
5	O=C(NNC(=O)c1ccc(-c2ccc([N+](=O)[O-])cc2)o1)c1ccncc1	4	5	/	-2	1	/	-0.4	/	7
6	Cc1cccc2sc(NNC(=O)c3cc(-c4cccs4)nc4ccccc34)nc12	-7	33	4	6	7	5	-3.2	0	-2
7	Cc1ccc(CCNC(=O)Cn2ccc3cc(S(=O)(=O)N4CCCC4)ccc32)cc1	2	2	1	4	2	3	0.5	-2	12
8	COc1cccc2cc(C(=O)Nc3cccc(C)n3)c(=O)oc12	-2	2	4	6	-2	-5	3.3	-3	19
9	CS(=O)(=O)N(CC(=O)NCC1CCCO1)c1cc(Cl)ccc1Cl (stereo unspecified)	4	2	2	-1	-4	-1	3.1	-2	9
10	CCOc1cccc(C(=O)NC(=S)Nc2ccc(Cl)cc2C(=O)O)c1	-3	1	-2	-10	-4	0	-2.0	5	-15
11	CCCCCCNCC(=O)N1CCC(Cc2ccccc2)CC1	-3	2	2	-1	0	12	3.0	4	-2
12	CCC(C)c1ccc(S(=O)(=O)N2CCN(CC(O)CN3CCOCC3)CC2)cc1 (stereo unspecified)	7	0	/	-1	6	/	3.5	/	-6
13	O=C(COCC(=O)NCc1ccccc1)NCc1ccccc1	4	-1	1	-4	-3	-3	-0.5	3	-1
14	Cc1nn(C)c(-c2n[nH]c(=S)n2Cc2ccco2)c1Cl	-8	0	1	-10	6	-8	-0.6	2	-19
15	O=C1Nc2ccc(Br)cc2C1(O)c1ccccc1 (stereo unspecified)	-2	28	-2	1	-4	-14	0.0	9	-10
16	COc1ccc(CCNC(=O)COC(=O)/C=C/c2cccs2)cc1	23	2	-2	6	0	-3	2.2	-2	7
17	CCOC(=O)c1ccc(-n2c(CN3CCC(O)CC3)nc3ccc([N+](=O)[O-])cc3c2=O)cc1	3	10	3	-3	2	19	-1.4	-2	8
18	COC(CNC(=O)Cn1ncc2ccsc2c1=O)OC	-17	1	-1	-4	-2	-3	1.7	3	4
19	CCc1ccc(NC(=O)c2cc(-c3ccc(F)cc3)on2)cc1	-2	-3	0	0	-5	0	7.3	-1	0
20	CC1CCN(S(=O)(=O)c2ccc(S(=O)(=O)NCC3COCCO3)cc2)CC1 (stereo unspecified)	-4	1	5	0	-4	1	4.3	4	-2
21	Cc1ccc(NC(=O)CN2C(=O)S/C(=C\c3cccn3-c3cccc(C(=O)O)c3)C2=O)cc1C	-5	5	6	1	3	20	2.2	-2	5
22	CN(C)c1nc2n(c(=S)n1)CCS2	-4	0	-2	4	-3	3	-2.4	1	0
23	CCCOc1ccc(C(=O)N2CCCC2)cc1OC	-2	1	-1	0	-3	-2	-1.1	-2	2
24	Cc1c(C)c2ccc(OC(C)C(=O)NCCCn3ccnc3)c(C)c2oc1=O (stereo unspecified)	5	4	-3	5	-2	-4	-1.2	0	-6
25	CCN(C(=O)CSc1cccc[n+]1[O-])c1ccccc1	3	0	/	6	/	/	/	/	-11
26	OC(CN1CCOCC1)Cn1c2c(c3ccccc31)CCCC2 (stereo unspecified)	-2	2	-1	-6	-3	2	2.4	0	4
27	CCC(c1nnnn1Cc1ccccc1)N1CCN(c2ccc(OC)cc2)CC1 (stereo unspecified)	4	1	-1	-2	-2	3	1.2	-2	-5
28	O=[N+]([O-])c1ccc2nc(-c3ccncc3)[nH]c2c1	4	22	-2	0	-2	-2	-0.4	0	7
29	CCCN(CCC)S(=O)(=O)c1cccc(C(=O)N=c2sccn2C)c1	-2	40	1	-4	8	-8	4.8	-4	10
30	CC(=O)Nc1cccc(NC(=O)c2ccc(C)c([N+](=O)[O-])c2)c1	-2	7	-1	1	-2	0	-0.4	-1	-7
31	CCOC(=O)c1c(C)[nH]c(C(=O)CN2C(=O)C(=O)N(CC(C)C)C2=O)c1C	0	4	-1	6	-1	0	-0.5	0	5
32	S=C(Nc1ccc(Br)cc1)Nc1ccc2c(c1)OCCO2	2	3	-1	-16	4	-17	2.1	4	-21
33	O=C(CCc1nnc(CCCc2ccccc2)o1)NCCc1ccco1	0	3	-5	8	-1	-3	2.8	-4	0
34	CCOC(=O)c1[nH]c(C)c(C(=O)N2CCCC(Nc3ccc(C)c(C)c3)C2)c1C (stereo unspecified)	-3	7	-1	-11	-1	-15	1.9	1	5
35	Cc1ccc(C)c(S(=O)(=O)NCc2ccc(C(=O)N3CCN(C)CC3)cc2)c1	8	-1	-1	5	-10	0	0.8	-1	-1
36	Cc1ccccc1N1CCN(C2=NC(=O)/C(=C/c3cn[nH]c3-c3ccccc3)S2)CC1	0	2	1	0	0	-7	-0.8	-8	-5
37	Cc1onc(-c2ccccc2)c1C(=O)NCCc1ccc(Cl)cc1	-10	-8	-6	11	3	-3	0.0	-1	2
38	Cc1cccc(NC(=O)CSc2ccc(-c3cccnc3)nn2)c1	3	50*	-1	11	-7	1	1.8	-1	-4
39	c1ccc(-n2cnnc2SCc2cn3ccccc3n2)cc1	-1	0	0	4	-6	-1	-0.4	-2	-2
40	CCOc1cc(/C=N/O)cc(Br)c1OCc1ccc(Cl)cc1	-6	28	0	2	2	0	6.6	0	-4
41	COC(=O)CNC(c1ccccc1)c1cc(C)ccc1NC(=O)c1cccc(Cl)c1 (stereo unspecified)	2	3	-1	-3	2	4	1.9	2	9
42	COc1ccc(C(C#N)(CC(=O)O)c2cnccn2)cc1OC (stereo unspecified)	-2	-3	-2	2	-2	-3	-0.4	-4	-3
43	CCCCCc1c(C)nc(Nc2ccc(F)cc2)[nH]c1=O	3	0	-4	-2	1	8	1.4	1	10
44	CC(Oc1ccc(Cl)cc1Cl)c1nc(-c2ccc(NC(=O)c3cccnc3)cc2)no1 (stereo unspecified)	-41	7	-5	10	0	-2	3.5	5	-3
45	C=CCn1c(SCC(=O)Nc2c(C)n(C)n(-c3ccccc3)c2=O)nc2ccccc2c1=O	2	-1	/	4	1	/	3.0	/	8
46	O=C1Cc2ccccc2C(c2ccc(Cl)cc2)N1 (stereo unspecified)	-5	0	0	-6	0	0	-1.4	-2	-1
47	O=C(COC(=O)c1ccc([N+](=O)[O-])cc1)NC1CCCC1	6	4	2	1	-1	7	1.1	-11	-8
48	Cc1cccc(CNc2ccc(S(=O)(=O)N3CCCCC3)cc2)c1	9	1	/	0	4	/	2.4	/	4
49	Cc1ccc2c(c1)cc1c(=O)n(CC(=O)N3CCCC3)nc(C)n12	-10	4	-1	0	-1	0	-1.0	0	0
50	Cc1ccc(C(C)(C)C)cc1S(=O)(=O)Nc1nc2ccccc2nc1Cl	4	9	4	-2	9	12	3.1	4	-6

The list goes on; it opens with the two that closed the last part.
cpd	mol	PAFAH2 FP inh	AHR activator	TPT1 inhibitor	procasp3 activ	PP1 inh	HCV core dimer	PP5 primary	Fh CTSL1 inh	proCasp7 act
49	Cc1ccc2c(c1)cc1c(=O)n(CC(=O)N3CCCC3)nc(C)n12	-10	4	-1	0	-1	0	-1.0	0	0
50	Cc1ccc(C(C)(C)C)cc1S(=O)(=O)Nc1nc2ccccc2nc1Cl	4	9	4	-2	9	12	3.1	4	-6
51	O=C(CSc1ccc(F)cc1)NC1CCCCC1	3	13	4	3	0	-1	1.2	2	-2
52	OC(CNCc1ccc(Cl)c(Cl)c1)c1ccccc1 (stereo unspecified)	0	0	1	4	0	-4	1.2	4	-5
53	COc1ccc(C(=O)COC(=O)CN2C(=O)C3CC=CCC3C2=O)c(OC)c1 (stereo unspecified)	11	0	/	4	/	/	/	/	-2
54	Cc1sc2nc(C3CC3)nc(NCCNS(=O)(=O)c3ccccc3)c2c1C	4	4	-1	2	0	-9	1.9	0	6
55	CCCCN(C)C(=O)c1nc2ccccn2c1CN1CCN(C/C=C/c2ccccc2)CC1	0	-1	-2	6	0	2	2.3	7	4
56	CC(=O)N1CCN(C(=S)NC(=O)c2ccc(S(=O)(=O)N3CCOCC3)cc2)CC1	-6	2	1	-10	0	1	-1.0	-1	-14
57	CCOC(=O)CC(NC(=O)c1ccco1)c1ccccc1Cl (stereo unspecified)	-1	6	-1	-4	-2	-3	1.7	1	8
58	O=C(N1CCN(c2ccc(F)cc2)CC1)C1(c2cccs2)CCOCC1	5	9	3	-4	0	-5	0.4	2	3
59	CC(NC(=O)Nc1ccccn1)N1C(=O)C2C3C=CC(C3)C2C1=O (stereo unspecified)	5	0	3	0	3	-2	3.0	6	8
60	Cc1ccc(S(=O)(=O)N(Cc2cccc(Cl)c2)C(=O)N2CCN(C)CC2)cc1	-4	1	-6	4	3	-4	-0.7	3	4
